TLR4-MyD88 BLA = inhibitors of human TLR4-MyD88 binding | HeLa CL3-4 TLR4/MyD88 BLA complementation, FRET ratio | inhibition, % at 8.4 µM | AID 861 | actives 0.18% (n = 200,000) | O00206+Q99836; in the data active = inhibition above about 25%;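 also: 0% = vehicle and 100% = reference inhibitor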
Target sequence (O00206 whole entry, looked up): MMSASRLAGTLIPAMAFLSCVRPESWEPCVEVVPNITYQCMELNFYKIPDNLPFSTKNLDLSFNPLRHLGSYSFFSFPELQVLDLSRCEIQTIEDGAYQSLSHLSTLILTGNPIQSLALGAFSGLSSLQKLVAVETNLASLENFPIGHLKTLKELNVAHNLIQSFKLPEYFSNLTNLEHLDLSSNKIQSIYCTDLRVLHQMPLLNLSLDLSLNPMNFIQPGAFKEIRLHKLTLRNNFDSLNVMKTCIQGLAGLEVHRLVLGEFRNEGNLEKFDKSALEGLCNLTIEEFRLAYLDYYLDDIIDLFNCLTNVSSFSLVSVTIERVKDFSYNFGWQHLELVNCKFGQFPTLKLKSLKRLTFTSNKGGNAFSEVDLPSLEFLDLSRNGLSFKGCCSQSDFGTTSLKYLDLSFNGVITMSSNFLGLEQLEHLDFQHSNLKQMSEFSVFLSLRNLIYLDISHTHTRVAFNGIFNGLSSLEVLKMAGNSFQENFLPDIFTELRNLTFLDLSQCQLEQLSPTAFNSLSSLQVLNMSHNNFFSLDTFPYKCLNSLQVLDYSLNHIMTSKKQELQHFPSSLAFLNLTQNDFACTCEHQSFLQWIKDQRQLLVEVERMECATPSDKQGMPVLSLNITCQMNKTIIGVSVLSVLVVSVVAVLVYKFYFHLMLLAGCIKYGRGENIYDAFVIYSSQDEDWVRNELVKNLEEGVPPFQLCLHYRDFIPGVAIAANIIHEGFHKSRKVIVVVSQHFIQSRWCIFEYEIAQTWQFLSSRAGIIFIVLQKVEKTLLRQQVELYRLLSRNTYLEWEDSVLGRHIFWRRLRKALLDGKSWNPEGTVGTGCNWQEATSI
Target sequence (Q99836 whole entry, looked up): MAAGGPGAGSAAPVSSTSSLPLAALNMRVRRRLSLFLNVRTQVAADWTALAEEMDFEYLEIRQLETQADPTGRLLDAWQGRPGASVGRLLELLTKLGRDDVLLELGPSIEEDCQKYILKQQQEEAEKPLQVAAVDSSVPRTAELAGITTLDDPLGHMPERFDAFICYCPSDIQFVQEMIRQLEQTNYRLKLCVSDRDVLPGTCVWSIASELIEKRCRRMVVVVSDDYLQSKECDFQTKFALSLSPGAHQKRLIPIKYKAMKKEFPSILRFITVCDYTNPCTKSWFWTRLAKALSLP
Hsp70 act = transcriptional activators of Hsp70. HeLa Hsp70 promoter luciferase reporter, luminescence; scaled: vehicle 0, proteasome-inhibitor control 100%. activation, % at 10 µM. actives 0.04% (n = 200,000);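 active = activation above the mean across all tested compounds plus 3 SD, cutoff set per campaign, cut at about 5.5% in these data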;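 also: 100% = MG132 at 30 µM as the positive control and 0% = DMSO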
APP 5UTR inh = APP translation inhibition; inhibition, % at 2 µM; SH-SY5Y APP 5'UTR-luciferase reporter, luminescence; actives 0.82% (n = 190,000); AID 1285;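 active = inhibition above a set limit, derived from the sample mean plus 3 SD, cut at about 45% in these data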; also: values of inactives mirror those of a sister screen read the other way
STAT3 blocker = reduces IL-6 driven STAT3 reporter signal | U3A cells, IL-6 STAT3-luciferase reporter, luminescence; host cell line lacks STAT1 | inhibition, % at 5.5 µM | actives 0.89% (n = 190,000) | AID 862;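 active = inhibition above the mean inhibition across all screened compounds plus 3 SD, cut at about 44% in these data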;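 also: 0% = DMSO only wells and 100% = 100 µM nifuroxazide control wells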
Diaphorase inh = diaphorase inhibition or chemical oxidation counter-screen; diaphorase resazurin-to-resorufin fluorescence, NADH, 16 min; bacterial (C. kluyveri) enzyme, not human; inhibition, % at 20 µM; actives 0.69% (n = 190,000);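 active = primary screen inhibition at 20 µM above a set limit, cut at about 50% in these data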;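 also: plate controls were DMSO with full reaction for no effect and wells lacking NADH for full effect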
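Assay system: diaphorase enzyme from Clostridium kluyveri. Quantity: enzyme working solution with 0.14 U/mL diaphorase. Schedule: reaction incubation of 16 min at room temperature. Technique: resorufin fluorescence, excitation 544 nm, emission 590 nm. Controls: No-NADH positive control and DMSO neutral control.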
STAT3 activator = increases IL-6 driven STAT3 reporter signal | AID 871 | actives 0.91% (n = 190,000) | activation (% of control), % at 5.6 µM | U3A cells, IL-6 STAT3-luciferase reporter, luminescence; 100% = signal with IL-6 EC80 alone;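 active = activation above the screen-wide mean of compound activation plus 3 SD, cut at about 130% in these data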;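 also: 0% = background luminescence of wells with medium and substrate only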
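system = STAT3-luciferase reporter U3A cells | reagent = IL-6 stimulus at 33 ng/mL final | timing = 1 h compound pre-exposure, 6 h IL-6 stimulation, 37 °C | measured by = luminescence | evaluation = % activation versus median of IL-6-stimulated wells | control set = IL-6-only wells as 100% reference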
G6PDH counter = inhibits Leuconostoc G6PDH, flagging false hits in G6PDH-based assays; Purified L. mesenteroides G6PDH, diaphorase/resazurin coupled fluorescence, 45 min; inhibition, % at 5 µM; actives 0.12% (n = 200,000); in the data active = inhibition above about 50%
STAT1 activator = increases IFN-gamma driven STAT1 reporter signal; NIH 3T3 STAT1-luciferase reporter, luminescence; 100% = IFN-gamma alone, no compound; activation (% of control), % at 5.5 µM; actives 2.6% (n = 200,000); AID 932;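 active = activation above the screen-wide mean activation plus 3 SD, cut at about 130% in these data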;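 also: raw ratio to IFN-gamma control signal so 100% means no change and 0% no light; values of inactives mirror those of a sister screen read the other way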
Diaphorase act = diaphorase activation or chemical reduction counter-screen. actives 0.005% (n = 190,000). Diaphorase/resazurin coupled assay, resorufin fluorescence, 16 min; active compounds read high; 1 = vehicle wells, 0 = NADH-free wells. activation factor at 20 µM. AID 1229;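 active = diaphorase activity raised at least twofold by the compound at 20 µM; inactive = activation factor below 2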
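Material: Purified diaphorase enzyme from Clostridium kluyveri | Buffer or medium: 50 mM HEPES pH 7.4 with 4.542 mM MgCl2, 0.005% Tween 20 | Times: 16 min enzyme reaction, ambient temperature | Signal: Red resorufin fluorescence at 544/590 nm excitation/emission | Measure: Increased resorufin signal from activators or reducing compounds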
STAT1 blocker = inhibitors of IFN-gamma induced STAT1 signaling. NIH 3T3 STAT1-luciferase reporter, luminescence. inhibition, % at 5.5 µM. actives 0.35% (n = 200,000). AID 920;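 active = inhibition above a set limit, the mean inhibition across all tested compounds plus 3 SD, cut at about 34% in these data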;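 also: 0% = IFN-gamma with DMSO and 100% = IFN-gamma with 300 µM nifuroxazide; values of inactives mirror those of a sister screen read the other way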
Active calls of the source: *; · = no result given.

mol	STAT1 activator	Diaphorase act	STAT3 blocker	Diaphorase inh	TLR4-MyD88 BLA	STAT3 activator	Hsp70 act	APP 5UTR inh	G6PDH counter	STAT1 blocker
C=CCOc1cccc(C(=O)NC(c2ccccc2)C(C)C)c1 (configuration not stated)	95.1	0.9	-1.1	5.5	12.3	105.0	-0.3	-7.0	-8.2	2.5
COc1cc2c(cc1OC)C1(NCC2)C(=O)Nc2ccccc21 (configuration not stated)	97.8	0.9	9.4	6.4	-12.7	100.4	0.2	-6.1	-0.2	2.4
CCn1c(SC)nnc1C1CCN(S(=O)(=O)c2ccc(OC)cc2)CC1	95.4	0.9	22.0	6.8	10.3	84.3	2.2	-2.0	4.7	5.1
CC(=O)N/C(=C/c1ccc([N+](=O)[O-])cc1)C(=O)O	99.8	1	1.9	-3.0	-3.1	102.8	0.1	1.7	3.4	-1.6
CCOc1ccc(NS(=O)(=O)c2ccc3c(c2)N(C(C)=O)CC3)cc1	88.7	0.9	22.0	12.2	17.4	83.8	-0.1	4.5	14.7	10.2
O=C(COc1ccc([N+](=O)[O-])cc1)NNC(=O)c1cccs1	98.2	1	-0.6	3.4	8.6	104.6	-0.3	2.0	-3.8	-0.9
CC(=O)Nc1ccc(S(=O)(=O)NCc2cccnc2)cc1	101.8	1	3.2	3.7	-26.1	99.5	-0.2	-1.8	2.6	-2.0
CC(C)(C)C1CCc2c(sc(NC(=O)c3cccs3)c2C(N)=O)C1 (configuration not stated)	50.7	0.9	7.9	6.0	9.8	94.3	-0.4	5.3	-0.5	53.5*
CCC(=O)N1CC2(c3ccccc3)CN(C(=O)CC)CC(c3ccccc3)(C1)C2=O	95.2	0.9	10.0	8.4	-13.8	98.6	0.1	-24.5	11.1	3.2
CCOC(=O)NC1(C(F)(F)F)C(=O)NC(C)=C1C(=O)OC (configuration not stated)	101.8	0.9	7.3	11.6	-12.7	92.8	-0.1	-10.0	-4.9	-2.0
CC(=O)NCCN1C(=O)C2C3c4ccccc4C(c4ccccc43)C2C1=O (configuration not stated)	103.4	0.9	3.6	13.0	1.5	99.9	0.2	-19.2	2.4	-3.7
CN(NC(=O)NN)c1ncc(C(F)(F)F)cc1Cl	99.5	0.9	6.1	6.8	-6.4	103.6	-0.2	-3.6	-1.0	0.6
Cc1oc2ccc(O)c(CN(C)C)c2c1C(=O)c1ccccc1	85.8	·	4.9	·	16.6	98.9	-0.2	-11.7	13.8	14.2
CCCCN(CC)Cc1ccc(CNC(=S)Nc2c(C)cc(C)cc2C)o1	98.3	1.1	-17.2	-13.8	7.9	116.2	-0.4	-12.5	0.5	1.4
CCN(CC)CCNc1ccnc2cc(Cl)ccc12	101.3	1.1	9.3	-8.9	13.4	96.2	-0.1	8.5	-11.2	-1.4
CCN(C(=O)c1ccc(Cl)cc1[N+](=O)[O-])c1ccccc1C	104.4	1	3.2	-4.1	-7.5	99.0	0.4	-2.3	11.5	-4.8
CCOc1ccc(NCc2nnc(SCC(=O)Nc3cc(C)on3)n2-c2ccc(OC)cc2)cc1	99.0	0.7	-0.3	25.5	3.9	103.4	-0.3	-9.7	-1.0	1.1
COc1ccc(CC(=O)Nc2cccc(-c3csc(C)n3)c2)cc1	100.7	0.8	23.3	15.2	-5.0	84.5	-0.1	-8.9	-0.5	-0.8
CCCC(=O)Nc1ccc(Cl)c(NC(=S)NC(=O)c2ccco2)c1	94.3	0.8	24.7	18.5	-8.2	78.2	-0.6	8.2	-17.3	6.3
O=C(Cn1cnc(Cl)c1Cl)c1ccc(F)cc1	96.7	0.9	3.4	6.5	-4.9	97.1	-0.2	1.1	9.5	3.7
CC1=Nn2c(nnc2-c2ccco2)SC1	97.9	1	4.9	0.6	3.1	98.1	-0.3	3.9	18.2	2.3
CC(=O)OC[C@H]1COc2ccc3ccccc3c2[C@H]1N(C)C(C)=O	99.5	0.9	-10.7	10.7	0.0	110.8	-0.4	4.3	3.6	0.0
COc1ccc(NC(=O)COc2nsnc2N2CCOCC2)cc1	100.7	1.2	5.7	-19.3	-4.0	96.8	0.1	-5.7	6.9	-3.3
O=C(Nc1ccc(Cl)cn1)c1ccc2c(c1)OCCO2	74.1	1	70.2*	4.7	14.0	41.8	-0.5	-199.0	7.4	26.1
Cc1ccc(S(=O)(=O)N/N=C/c2cnn(C)c2C)cc1	95.3	0.9	7.5	6.3	-12.5	94.0	-0.1	-1.7	1.7	5.1
Cc1ccc(-c2cc(C(=O)NCc3cccnc3)no2)cc1	122.6	0.9	-6.2	7.9	2.8	107.6	0.2	-17.7	5.4	-24.5
COc1cc(NC(=S)NCCC(c2ccccc2)c2ccccc2)c(OC)cc1Cl	98.0	0.9	-9.8	14.0	-1.5	110.1	-0.3	-6.8	1.6	2.2
Fc1cccc(C[n+]2csc3ccccc32)c1	97.8	0.8	9.0	19.5	-6.8	101.0	-0.1	-17.4	7.7	2.5
CCOC(=O)C1CCN(C(=O)Cc2c(C(=O)O)[nH]c3ccccc23)CC1	102.9	0.8	4.1	15.4	-2.4	101.4	0.2	7.2	3.1	-3.2
CC(C)N1C(=O)/C(=C/c2nc3ccccc3c(=O)n2-c2ccccc2)c2ccccc21	106.8	0.7	6.7	34.8	0.3	100.2	0.1	-9.9	-44.8	-7.6
O=C(NCCCCc1ccccc1)c1ccc(Br)o1	99.5	1	0.4	4.1	-6.1	100.5	-0.6	9.7	11.3	0.5
CC(C)Cc1cc(C(=O)N2N=C(C(F)F)CC2(O)C(F)F)c2ccccc2n1 (configuration not stated)	98.6	0.9	-4.0	11.1	11.3	106.0	-0.3	-4.9	7.5	4.0
CCC1CCc2c([nH]c3ccccc3c2=O)O1 (configuration not stated)	98.2	0.8	3.9	16.3	-15.3	98.9	0.0	8.8	-6.7	2.0
CCNC(=S)Nc1cc(OCC)c(N2CCOCC2)cc1OCC	97.2	0.7	-10.1	27.8	-8.8	108.5	0.0	9.6	2.2	3.1
CCOC(=O)C1=NN(c2ccccc2)C2=NC(C)=C(C(=O)OC)C(c3cccs3)N12 (configuration not stated)	88.6	·	19.3	·	-8.5	86.4	-0.3	-12.6	·	12.8
CC(C)CN1C2CCCC1CC(NC(=S)NCc1ccco1)C2 (configuration not stated)	104.1	0.8	2.8	18.8	-8.4	105.4	0.0	3.1	6.9	-6.7
Cc1cccc(N2CCCn3c2nc2c3c(=O)n(CCN3CCOCC3)c(=O)n2C)c1	103.3	0.9	1.7	8.7	1.7	102.3	-0.1	-1.5	8.3	-3.5
CCOc1ccccc1OC(=O)c1ccco1	100.7	0.8	-1.4	17.8	5.0	103.8	-0.4	37.5	1.5	-0.2
CC(C)(C)S(=O)(=O)/C(C#N)=N/Nc1ccc(C#N)cc1	91.9	1	3.0	3.6	2.4	99.2	-0.3	-14.8	-0.2	8.6
Cc1ccc(Cl)cc1N1CCN(C(=O)COc2ccc(S(=O)(=O)NC(C)C)cc2)CC1	90.4	0.6	60.0*	35.6	2.9	55.5	-0.2	-45.0	-3.1	10.6

A few values from the results shown.
Result for CCNC(=S)Nc1cc(OCC)c(N2CCOCC2)cc1OCC under Diaphorase inh: 27.8
Result for CCOC(=O)C1=NN(c2ccccc2)C2=NC(C)=C(C(=O)OC)C(c3cccs3)N12 (configuration not stated) under Hsp70 act: -0.3

Next part.
mol	STAT1 activator	Diaphorase act	STAT3 blocker	Diaphorase inh	TLR4-MyD88 BLA	STAT3 activator	Hsp70 act	APP 5UTR inh	G6PDH counter	STAT1 blocker
CCN(CC)S(=O)(=O)c1ccc(C(=O)N2CCN=C2SC)cc1	92.1	0.8	8.4	19.4	-15.3	93.3	-0.4	-7.2	10.3	9.3
Cc1cccc(NC(=S)NC2CCCC2)n1	98.2	1	12.7	4.1	4.8	92.8	-0.4	-0.2	8.0	0.6
COCCn1c(SCC(=O)Nc2ccc(Cl)cn2)nc2ccccc21	91.7	0.9	19.6	13.2	16.9	86.2	-0.1	18.9	1.0	9.0
CCOC(=O)C1=C(C)N=C2SCCC(=O)N2C1c1sccc1C (configuration not stated)	86.4	0.9	6.1	5.0	10.9	97.0	-0.2	2.9	3.0	14.6
CC(=O)Nc1ccc2c(c1)C(=O)c1ccccc1C2=O	156.1*	0.9	6.0	11.1	6.8	101.5	-0.2	-185.8	-4.7	-62.6
CCN(CC)CC(C)CNC(=O)CC(C(=O)N1CCc2ccccc21)n1ccnc1 (configuration not stated)	103.2	0.9	-9.0	7.5	-16.5	111.8	0.0	-5.1	2.8	-3.5
COc1cccc(OCC(=O)Nc2ccccc2C(N)=O)c1	127.4	0.9	2.9	11.0	-4.7	99.9	0.6	-85.2	-14.0	-29.7
O=C(OCc1cccc2ccccc12)c1ccc2c(=O)[nH]c(CN3CCOCC3)nc2c1	95.3	1	-4.0	-0.8	-8.2	107.9	0.0	-2.0	1.7	5.2
Cc1ccccc1Nc1nc(N)nc(COC(=O)c2cccc(S(=O)(=O)NCc3ccccc3)c2)n1	107.2	0.8	6.1	22.3	-3.6	102.2	-0.2	-6.3	5.9	-7.8
CCCc1cc(=O)[nH]c(SCC(=O)c2c(N)n(C)c(=O)n(C)c2=O)n1	100.0	0.9	12.2	5.8	4.1	94.0	-0.3	6.4	-5.0	0.0
Cc1ccc(NC(=O)N2Cc3ccccc3CC2C(=O)NC(C)(C)C)cc1 (configuration not stated)	102.2	1	22.2	-1.2	-9.1	90.3	0.0	-4.5	6.9	-2.4
Nc1ccc(C(=O)OCc2ccncc2)cc1[N+](=O)[O-]	112.9	1	26.4	0.6	-2.3	83.1	-0.2	2.8	14.3	-14.2
O=C(Cn1nc(-c2cccc(Cl)c2)ccc1=O)Nc1ccc(C(=O)NC2CC2)cc1	98.5	0.9	2.3	12.1	0.8	99.9	-0.6	5.0	5.8	-0.3
O=C(Oc1ccccc1Cl)c1ccc(-n2cncn2)nc1	99.8	0.9	1.3	6.3	-11.4	104.0	0.5	-1.1	3.5	0.2
COc1cccc(CCNC(=O)CC2C(=O)NCCN2CC(C)(C)C)c1 (configuration not stated)	98.5	0.8	13.3	23.7	-11.5	92.0	-0.4	-4.3	11.9	0.1
COc1cccc(OC)c1-c1nn2c(-c3ccccc3Cl)nnc2s1	104.4	0.6	0.1	35.1	-9.0	102.2	0.0	27.3	4.5	-4.8

Screening data from PubChem BioAssay.
